NTR1 agonist – agonists of NTR1, primary screen, imaging, U2OS cells, beta-arrestin-GFP, high content (AID 493036) | actives 0.17% (n = 330,000) | activation, % at 20 µM | Neurotensin receptor type 1 (Homo sapiens), P30989 | NTR1-U2OS beta-arrestin-GFP spot imaging, agonist mode;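 active means activation at or above 40% of the spot to cytoplasm intensity ratio, with at least 20 cells analyzed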;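 further: 0% = DMSO without peptide and 100% = 100 nM NTR1 peptide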
Target sequence (P30989 whole entry, looked up): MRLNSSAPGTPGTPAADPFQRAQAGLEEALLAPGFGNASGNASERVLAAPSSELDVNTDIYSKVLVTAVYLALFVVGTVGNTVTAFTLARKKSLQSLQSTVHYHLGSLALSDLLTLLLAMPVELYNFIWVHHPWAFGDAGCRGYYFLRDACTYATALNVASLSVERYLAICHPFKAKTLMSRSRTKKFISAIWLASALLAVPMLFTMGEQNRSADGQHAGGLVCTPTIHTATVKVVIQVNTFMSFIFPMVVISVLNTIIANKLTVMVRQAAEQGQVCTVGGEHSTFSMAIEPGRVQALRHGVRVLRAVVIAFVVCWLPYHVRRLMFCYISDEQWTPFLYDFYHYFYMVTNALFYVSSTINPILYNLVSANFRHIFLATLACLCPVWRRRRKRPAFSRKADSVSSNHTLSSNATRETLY
Hep lipid drop – inhibitors of hepatocyte lipid droplet formation, primary screen, imaging, high-throughput imaging, BODIPY stain; actives 0.4% (n = 240,000); inhibition, % at 6.5 µM; AML12 mouse hepatocytes, oleate lipid droplets;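 active means lipid droplet intensity inhibited by at least 50%, with more than 500 cells counted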
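Test system: AML12 hepatocytes (mouse); reagent: oleate loading, 100 µM; dosing: one dose, 6.5 µM compound; incubation: overnight exposure; signal: fluorescence imaging, 20x objective, two fields per well; read-out basis: % inhibition of corrected integrated BODIPY droplet signal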
MgcRacGAP inhibition – MgcRacGAP GTPase-activating activity inhibitors, confirmation, biochemical, ADP Hunter fluorescence | MgcRacGAP-stimulated Rac1 GTP hydrolysis, ADP Hunter fluorescence; higher % means a stronger effect; GST-tagged Rac1 F28L mutant substrate | inhibition, % at 30 µM, or IC50 in µM where a hit was titrated | actives 0.6% (n = 340,000) | AID 624330, 2012;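 active means first-screen hits whose inhibition reached a set limit at any dose in the follow-up dose series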;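 further: fluorescence reports GDP produced by GAP-driven GTP hydrolysis; strong numbers were not always called active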
T cell HTS – modulators of CD8 T cell-vesicle binding, primary screen, mouse 2C CD8+ T cells, flow cytometry | 2C CD8+ T cell-vesicle binding; stronger effect = lower value | calls only at 7 µM | AID 2052, 2009 | actives 0.068% (n = 330,000);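 active means response, share of CD8 T cells binding vesicles, and their 90th percentile fluorescence all below set limits, cut at about 80% in these data, passing the limit was not always enough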
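Read-out – percent CD8+ FL2 mean versus row control · System – murine 2C transgenic CD8+ T lymphocytes · Times – 1.5 h cell–vesicle binding at 37 °C, then 20 min icy labelling · Control set – naked vesicles low, QL9 vesicles with vehicle high · Detection – cytometric PE anti-B7-1 and Alexa647 anti-CD8 signals after 1% paraformaldehyde fixation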
GPR35 antagonists – GPR35 antagonists blocking zaprinast-driven arrestin recruitment, primary screen, imaging, U2OS, beta-arrestin-GFP, zaprinast agonist (AID 2058); U2OS GPR35 beta-arrestin-GFP translocation imaging, zaprinast antagonism; higher % means a stronger effect; inhibition, % at 10 µM; hits with a dose series show IC50 in µM; actives 0.052% (n = 290,000);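 active means inhibition of at least 50% with at least 30 cells and total cytoplasm GFP at most 10,000,000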
GPR55 LPI antagonism – GPR55 antagonists blocking LPI-driven arrestin recruitment, primary screen, imaging, U2OS, beta-arrestin-GFP, LPI agonist (AID 2013). one-dose inhibition, % at 10 µM; IC50 in µM for titrated hits. actives 0.13% (n = 290,000). U2OS GPR55 beta-arrestin-GFP translocation imaging, LPI antagonism; higher % means a stronger effect;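 active means spots per cell inhibited over 60%, with over 100 cells counted and total cytoplasm intensity under 500,000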;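 further: U2OS cells stably carrying GPR55 and arrestin-GFP stimulated by 5 µM LPI near EC80; imaged beta-arrestin-GFP aggregate spots per cell after agonist stimulation; plate controls were LPI-stimulated DMSO wells for no effect and DMSO wells without LPI for full effect; some results filed as inactive read as strong as hits; confirmed hits need IC50 under 10 µM and bright autofluorescent wells are also inconclusive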
Large T inhibition – SV40 large T antigen inhibitors, biochemical (AID 1903). SV40 large T antigen ATPase/helicase inhibition assay; higher % means a stronger effect. actives 0.39% (n = 310,000). inhibition, % at 20 µM, or IC50 in µM where a hit was titrated; in the data active means a potency from the dose series; further: strong numbers were not always called active
GPR55 beta-arrestin – GPR55 agonists via beta-arrestin recruitment, primary screen, imaging, U2OS cells, beta-arrestin-GFP redistribution (AID 1961). U2OS GPR55 beta-arrestin-GFP redistribution imaging; higher % means a stronger effect. activation, % at 10 µM; hits with a dose series show EC50 in µM. actives 0.048% (n = 290,000);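 active means activation above 40% with more than 50 cells counted in the well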;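 further: U2OS osteosarcoma cells stably expressing GPR55 and beta-arrestin-GFP; plate controls were DMSO negative control for no effect and LPI positive control for full effect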
LYP inhibition – inhibitors of LYP phosphatase, biochemical, fluorescence intensity, uHTS (AID 1779) | Tyrosine-protein phosphatase non-receptor type 22 (Homo sapiens) | recombinant LYP phosphatase, fluorescence intensity; higher % means a stronger effect | one-dose inhibition, % at 11.5 µM; IC50 in µM for titrated hits | actives 0.054% (n = 290,000); in the data active means inhibition above about 50%;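 further: plate controls were vehicle with enzyme for no effect and no enzyme for full effect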
Hep lipid drop cells 6.5 µM – further read-out of Hep lipid drop, marked with its call; cell count; measured here: cell count, cytotoxicity flag;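 cells counted across two imaged fields per well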
T cell HTS vesicle-bound % – also measured in T cell HTS; calls as there; double positive events, %; measured here: CD8+ vesicle-bound cell fraction;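 binding gate set so that unloaded-vesicle control wells show 10% double positive cells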
NTR1 agonist cell count 20 µM – also measured in NTR1 agonist; calls as there; cell count; measured here: cell count, cytotoxicity flag
Active calls of the source: *; i = inactive; · = not tested or not shown. Compounds were not picked by outcome; any-hit rate near 1.8%.

SMILES	NTR1 agonist	NTR1 agonist cell count 20 µM	Hep lipid drop	Hep lipid drop cells 6.5 µM	MgcRacGAP inhibition	T cell HTS	T cell HTS vesicle-bound %	GPR35 antagonists	GPR55 LPI antagonism	Large T inhibition	GPR55 beta-arrestin	LYP inhibition
CC(=O)NC(CCS(C)(=O)=O)C(=O)Nc1ccc2c(c1)OCO2 (stereo not given)	1.4	40	-1	674	6%	i	33	7%	6%	-1%	-0.1%	0%
CCn1c(=NC(=O)C2COc3ccccc3O2)sc2c(C)ccc(OC)c21 (stereo not given)	33	58	-9	642	1%	i	10	13%	-12%	11%	0.3%	4%
C=CCn1c(=N)n(CC(O)COc2ccccc2OC)c2ccccc21 (stereo not given)	1.9	97	·	·	2%	i	25	4%	8%	3%	-0.1%	-3%
CCn1nc(C(=O)OC2CCOC2=O)c2ccccc2c1=O (stereo not given)	1.7	59	1	806	5%	i	42	-3%	-13%	-1%	-0.1%	-6%
O=C(CN1CCOCC1)NCC12CC3CC(CC(C3)C1)C2	-0.2	59	·	·	2%	i	14	9%	39%	21%	0.2%	-2%
COC(=O)CN1C(=O)N/C(=C/c2ccc(OC)cc2)C1=O	-2.3	60	-1	680	2%	i	42	-14%	-4%	11%	-1.2%	-2%
COC(=O)c1cc(-c2ccc(OC)cc2F)nc2nc(SC)[nH]c(=O)c12	1.5	59	32	822	3%	i	35	10%	10%	6%	1.0%	-6%
O=C(Nc1cc(Cl)ccc1-n1cncn1)c1cc(F)c(F)c(F)c1F	0.0	72	·	·	3%	i	55	·	·	8%	·	·
CC1CN(C(=O)c2cn3ccccc3n2)CC(C)O1 (stereo not given)	-1.2	84	·	·	8%	i	19	-18%	-6%	11%	0.2%	-7%
COc1ccc(Cl)cc1C(=O)NN=C1CCCC1	-1.1	45	·	·	5%	i	37	·	·	9%	·	·
Cc1ccccc1NS(=O)(=O)c1cc(C(=O)Nc2cccc(N(C)S(C)(=O)=O)c2)ccc1C	0.3	41	·	·	7%	i	21	2%	20%	-3%	-0.2%	-3%
CN(C)S(=O)(=O)c1cccc(C(=O)NCc2cccs2)c1	0.5	44	1	756	7%	i	47	5%	0%	-1%	-0.1%	1%
C/C(=N\NC(=O)c1c(Cl)c(C)nn1C)c1ccc(NC(=O)c2ccncc2)cc1	2.0	34	9	650	9%	i	57	1%	5%	0%	-0.4%	-8%
CCCN(CCC)CCNC(=O)CCC(=O)Nc1ccc2nc(N3CCOCC3)cc(C)c2c1	3.5	80	-18	837	16%	i	19	1%	-3%	18%	-0.1%	-5%
CCOc1ccccc1C=Nc1ccccc1C(=O)Nc1ccccc1	0.1	56	8	690	1%	i	41	1%	9%	4%	0.8%	-1%
Cc1ccccc1NS(=O)(=O)c1csc(C(N)=O)c1	-0.6	86	-26	651	7%	i	39	-12%	-4%	6%	0.0%	-6%
COC(=O)NCC12CC3CC(C1)CC(CNC(=O)OC)(C3)C2	6.3	89	·	·	2%	i	29	11%	3%	-4%	-0.2%	-7%
NC(=O)CC[C@@H]1NC(=O)C(Cc2ccc(O)cc2)NC(=O)c2cc([N+](=O)[O-])cc(F)c2NCCC[C@@H](C(N)=O)NC1=O (stereo not given in full)	·	·	-6	742	·	·	·	-4%	-4%	8%	-0.1%	0%
O=C(Nc1ccc(OCC(=O)N2CCOCC2)cc1)c1ccccc1Cl	0.3	74	-1	701	5%	i	6	6%	14%	27%	-0.1%	-6%
Cc1ccc(N(CC(N)=O)C2SC(=O)N(Cc3ccccc3)C2=O)cc1 (stereo not given)	1.7	62	·	·	6%	i	17	2%	2%	12%	-0.2%	-7%

Compound profiles, as listed above. Order of screens: NTR1 agonist | NTR1 agonist cell count 20 µM | Hep lipid drop | Hep lipid drop cells 6.5 µM | MgcRacGAP inhibition | T cell HTS | T cell HTS vesicle-bound % | GPR35 antagonists | GPR55 LPI antagonism | Large T inhibition | GPR55 beta-arrestin | LYP inhibition
O=C(Nc1ccc(OCC(=O)N2CCOCC2)cc1)c1ccccc1Cl is entered as 0.3 | 74 | -1 | 701 | 5% | i | 6 | 6% | 14% | 27% | -0.1% | -6%
O=C(Nc1cc(Cl)ccc1-n1cncn1)c1cc(F)c(F)c(F)c1F is entered as 0.0 | 72 | · | · | 3% | i | 55 | · | · | 8% | · | ·
CC(=O)NC(CCS(C)(=O)=O)C(=O)Nc1ccc2c(c1)OCO2 (stereo not given) is entered as 1.4 | 40 | -1 | 674 | 6% | i | 33 | 7% | 6% | -1% | -0.1% | 0%
COC(=O)c1cc(-c2ccc(OC)cc2F)nc2nc(SC)[nH]c(=O)c12 is entered as 1.5 | 59 | 32 | 822 | 3% | i | 35 | 10% | 10% | 6% | 1.0% | -6%
CN(C)S(=O)(=O)c1cccc(C(=O)NCc2cccs2)c1 is entered as 0.5 | 44 | 1 | 756 | 7% | i | 47 | 5% | 0% | -1% | -0.1% | 1%

Continued:
SMILES	NTR1 agonist	NTR1 agonist cell count 20 µM	Hep lipid drop	Hep lipid drop cells 6.5 µM	MgcRacGAP inhibition	T cell HTS	T cell HTS vesicle-bound %	GPR35 antagonists	GPR55 LPI antagonism	Large T inhibition	GPR55 beta-arrestin	LYP inhibition
CC(C(=O)OCC(=O)Nc1cccc(S(=O)(=O)N2CCOCC2)c1)N1C(=O)c2ccccc2C1=O (stereo not given)	-0.7	43	11	731	7%	i	21	10%	13%	4%	-0.3%	-3%
O=C(Cn1cnc2c(cnn2-c2ccc(F)cc2)c1=O)N1CCN(c2ccccc2F)CC1	3.8	71	·	·	-3%	i	11	2%	-1%	3%	-0.2%	-3%
CCOC(=O)c1ccc(N=C2SC(C(=O)NC)CC(=O)N2Cc2ccc(F)cc2)cc1 (stereo not given)	0.8	65	-10	747	8%	i	28	-3%	11%	3%	-0.3%	0%
CC1CCCCN1S(=O)(=O)c1ccc(NC(=O)c2ccco2)cc1 (stereo not given)	-1.9	75	4	769	5%	i	11	9%	-8%	6%	-0.2%	-9%
CC(=O)Nc1ccc(Nc2nc(-c3cc4ccccc4oc3=O)cs2)cc1	10	65	6	818	4%	i	58	-3%	-2%	14%	-0.2%	-5%
CCOC(=O)N/N=C/c1cccc(Cl)c1Cl	2.0	78	0	674	9%	i	32	-1%	2%	5%	0.0%	0%
CC(=O)c1ccc(Oc2nc3c(c(=O)n(C)c(=O)n3C)n2C)cc1	0.0	52	-5	703	7%	i	32	-7%	7%	3%	-0.3%	-4%
CCSc1cc(N2CCOCC2)nc(-c2ccccc2)n1	7.1	52	2	715	6%	i	35	-8%	0%	11%	-0.1%	-4%
O=c1[nH]nc(-c2ccc(NCCCO)c([N+](=O)[O-])c2)c2ccccc12	-0.5	73	-8	798	13%	i	57	-1%	4%	6%	0.0%	0%
COc1ccccc1CNC(=O)C(=O)NCC1CCCO1 (stereo not given)	-0.5	37	-2	762	4%	i	45	4%	6%	8%	0.2%	-6%
Nc1n[nH]c(N)c1N=Nc1ccc(F)cc1	0.1	53	-3	649	12%	i	22	-8%	8%	14%	-0.5%	-6%
Cc1cc(NC(=O)CSc2c(C)[nH]c3ccccc23)no1	0.7	85	-5	646	8%	i	29	8%	7%	7%	-0.1%	0%
COc1cccc(/C=C/C(=O)N2CCN(c3n[nH]c(=O)[nH]c3=O)CC2)c1OC	-1.2	63	22	755	2%	i	37	1%	4%	1%	-0.3%	-4%
CCC(C)C(=O)Nc1nc2ccc(OC)cc2s1 (stereo not given)	1.1	49	-15	729	·	i	49	-12%	-7%	5%	-0.3%	-8%
Cn1c(=O)c2[nH]c(NCCCN3CCOCC3)nc2n(C)c1=O	-1.3	37	-3	744	12%	i	58	12%	8%	9%	0.0%	3%
Cc1cccc(N2C(=O)CS/C2=N\NC(=O)c2cccnc2)c1C	-0.7	51	14	708	8%	i	45	3%	-1%	23%	0.1%	-5%
Brc1cc2c(cc1/C=N/Nc1nc(N3CCOCC3)nc(N3CCOCC3)n1)OCO2	0.3	72	-18	664	8%	i	38	-9%	12%	3%	-0.3%	-6%
Cc1cc(NC(=O)Cn2nc(-c3cccs3)ccc2=O)cc(C)c1Br	1.6	58	-6	788	7%	i	29	2%	6%	0%	-0.1%	0%
Cc1ccc(C(=O)OCc2nc3ccccc3s2)o1	0.0	58	·	·	7%	i	32	·	·	17%	·	·
CC(=O)Nc1cc(C(=O)N2CCc3ccccc3C2)ccc1Sc1ccc(F)cc1	0.7	35	-26	568	1%	i	53	-3%	10%	2%	0.0%	0%

Taken from above:
For LYP inhibition, Brc1cc2c(cc1/C=N/Nc1nc(N3CCOCC3)nc(N3CCOCC3)n1)OCO2 reads -6%
For MgcRacGAP inhibition, Cc1cc(NC(=O)CSc2c(C)[nH]c3ccccc23)no1 reads 8%

Going on with the list:
SMILES	NTR1 agonist	NTR1 agonist cell count 20 µM	Hep lipid drop	Hep lipid drop cells 6.5 µM	MgcRacGAP inhibition	T cell HTS	T cell HTS vesicle-bound %	GPR35 antagonists	GPR55 LPI antagonism	Large T inhibition	GPR55 beta-arrestin	LYP inhibition
CC(C)(CO)C(O)C(=O)NCCC#N (stereo not given)	-2.7	105	3	724	10%	i	9	7%	10%	2%	0.3%	1%
COc1ccc2c(c1)c1ncn(Cc3ccccn3)c(=O)c1n2C	-1.2	41	-26	731	11%	i	44	20%	-7%	5%	-0.2%	-14%
COc1ccc(CNC(=O)COC(=O)CCC2CCCCC2)cc1	-1.9	47	-4	667	8%	i	51	-7%	2%	-1%	0.8%	-7%
CC(NS(=O)(=O)/C=C/c1ccccc1)C(=O)NCCc1ccc(S(N)(=O)=O)cc1 (stereo not given)	-1.4	54	-4	705	1%	i	22	3%	-3%	5%	-0.5%	-4%
O=S(=O)(Nc1ccc(-c2cn3ccccc3n2)cc1)c1ccccc1	-0.1	74	-5	758	4%	i	24	4%	-12%	22%	-0.1%	-3%
